Screening data from PubChem BioAssay.
Vif-APOBEC3G blk = Vif-A3G binding inhibition; Q9HC16; HeLa A3G-eYFP + Vif (tagged APOBEC3G with the HIV-1 protein that degrades it), YFP fluorescence, overnight; Potency, µM (series often up to 46.1 µM), for inactives: top-dose activity, negative = active, actives largely listed as inhibitors; actives 0.076% (n = 410,000);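 further: potency means the concentration at half of the fitted maximal effect; on the % scale 0 is the no-effect control and ±100 the full control effect; nearly all actives have a fitted effect of over 60% in size; hits raise eYFP signal because A3G escapes Vif-driven loss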
Target sequence (Q9HC16 whole entry, looked up): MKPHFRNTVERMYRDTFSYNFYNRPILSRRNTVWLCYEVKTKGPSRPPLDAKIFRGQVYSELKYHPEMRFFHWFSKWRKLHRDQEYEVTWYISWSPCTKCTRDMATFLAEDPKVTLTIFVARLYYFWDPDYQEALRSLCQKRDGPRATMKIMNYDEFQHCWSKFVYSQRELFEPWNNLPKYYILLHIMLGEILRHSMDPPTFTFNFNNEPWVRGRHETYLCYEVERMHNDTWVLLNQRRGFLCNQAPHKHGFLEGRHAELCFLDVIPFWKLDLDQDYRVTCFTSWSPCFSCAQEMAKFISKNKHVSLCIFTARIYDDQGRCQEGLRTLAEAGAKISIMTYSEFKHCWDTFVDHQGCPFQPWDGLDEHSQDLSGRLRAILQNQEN
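HeLa cells stably expressing Vif and C-terminally eYFP-tagged A3G, seeded overnight at 37 deg C, then exposed to compound by pintool overnight at 37 deg C. Rise in yellow fluorescence (Ex 488/Em 500-530, Acumen) marks blocked Vif-driven A3G degradation.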
RGS4 inh = human RGS4 inhibition; P49798; Transcreener GDP fluorescence polarization, RGS4-accelerated GTP hydrolysis; Potency, µM (top dose mostly 114 µM), without a hit: at the highest dose activity change, negative = inhibition, hits mostly inhibitors; actives 0.039% (n = 390,000); further: potency means the concentration at half of the fitted maximal effect; on the % scale 0 is the no-effect control and ±100 the full control effect; nearly all actives have a fitted effect of over 75% in size; some results filed as inactive show a strong effect at the top dose
Target sequence (P49798 whole entry, looked up): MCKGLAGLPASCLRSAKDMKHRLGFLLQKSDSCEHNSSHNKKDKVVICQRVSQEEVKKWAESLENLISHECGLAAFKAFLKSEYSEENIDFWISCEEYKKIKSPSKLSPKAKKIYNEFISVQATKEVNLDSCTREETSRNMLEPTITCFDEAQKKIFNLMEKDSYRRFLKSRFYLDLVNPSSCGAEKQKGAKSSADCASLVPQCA
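MLSMR compounds (23 nl, pin-transferred) preincubated 10 min at room temperature with a 500nM (2x) first reagent, then RGS4 at 900nM (2x) plus Transcreener GDP mix added; fluorescence polarization (620/688 nm) read before and after 90 min at 30 °C.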
ERG-DNA inh = inhibitors of human ERG Ets domain-DNA interaction; P11308; fluorescence polarization, His-ERG Ets domain / labelled DNA; Potency, µM (titrated, usually from 76.9 µM), for the others: at the highest dose FP activity, negative = inhibition, actives largely listed as inhibitors; actives 0.028% (n = 370,000); active means well fitted inhibition curve with a large enough effect in the polarisation, with a control signal flat; inconclusive means small, poorly fitted or top-dose-only effect, or effect the other way, or a change in a side signal; inactive means no such curve, though single readings can be large or run the other way; the % refers to the polarisation;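 further: polarization taken with two DNA probes labelled with fluorescein and Texas red; potency means the concentration at half of the fitted maximal effect; % of control where 0% means no effect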
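His-tagged ERG Ets domain (1 uM in the protein solution; 300mM KCl, 50mM Tris-HCl, 1mM EDTA, 1mM DTT, pH 7.5) received compound, then a probe mix of 5 nM fluorescein-DNA and 100nM Texas-615-DNA. Fluorescence polarization was read for both dyes.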
ALOX12 inh = ALOX12 (human) lipoxygenase inhibition | purified 12hLO, xylenol orange hydroperoxide absorbance | Potency, µM (top dose mostly 108 µM), for the others: top-dose activity change, negative = inhibition, most hits filed as inhibitors | actives 1.1% (n = 580,000); further: potency means the concentration at half of the fitted maximal effect; on the % scale 0 is the no-effect control and ±100 the full control effect
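Hydroperoxide product was detected by ferrous iron/xylenol orange as the 573 to 405 nm absorbance ratio. Arachidonic acid at 40 uM (final) was turned over for 30 min at room temperature by 150 nM human 12hLO, pH 7.0 Hepes buffer, after 15 min compound preincubation.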
LDHA block = blocks human lactate dehydrogenase A. P00338. purified LDHA, NADH/diaphorase-resazurin fluorescence; hits give low values. activity change, % (values are at about 110 or 230 µM). actives 0.15% (n = 480,000). AID 1347041; in the data active means activity change below about -30%; inconclusive means mostly about -25% to -30%;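 further: plate controls were DMSO wells for no effect and wells without enzyme for full effect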
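Remaining NADH was detected by diaphorase (0.133 mg/mL) converting 37 µM resazurin to fluorescent resorufin, read at 0 and 20 minutes. The preceding 5-minute room-temperature reaction used 2 nM LDHA, 0.2 mM sodium pyruvate and 0.06 mM NADH at pH 7.4.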
Vif-APOBEC3F blk = Vif-A3F binding inhibition | HeLa A3F-eYFP + Vif (tagged APOBEC3F with the HIV-1 protein that degrades it), YFP fluorescence increase | Potency, µM (highest dose often 46.1 µM), for inactives: at the highest dose activity, negative = active | actives 0.2% (n = 390,000) | AID 602313; further: potency means the concentration at half of the fitted maximal effect; % of control where 0% means no effect; nearly all actives have a fitted effect of over 65% in size
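HeLa cells stably expressing A3F-eYFP plus Vif, plated and incubated overnight at 37 deg C, then exposed to compounds overnight at 37 deg C. Blocked degradation read as raised yellow fluorescence (Ex 488/Em 500-530).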
D2 antag = D2 dopamine receptor (human) antagonism | inhibition, % at 10 µM | HEK293 TREx D2 cells, calcium flux, dopamine EC80 | P14416 | AID 485344 | actives 2% (n = 340,000); in the data active means inhibition above about 30%; further: 0% is about no effect
Target sequence (P14416 whole entry, looked up): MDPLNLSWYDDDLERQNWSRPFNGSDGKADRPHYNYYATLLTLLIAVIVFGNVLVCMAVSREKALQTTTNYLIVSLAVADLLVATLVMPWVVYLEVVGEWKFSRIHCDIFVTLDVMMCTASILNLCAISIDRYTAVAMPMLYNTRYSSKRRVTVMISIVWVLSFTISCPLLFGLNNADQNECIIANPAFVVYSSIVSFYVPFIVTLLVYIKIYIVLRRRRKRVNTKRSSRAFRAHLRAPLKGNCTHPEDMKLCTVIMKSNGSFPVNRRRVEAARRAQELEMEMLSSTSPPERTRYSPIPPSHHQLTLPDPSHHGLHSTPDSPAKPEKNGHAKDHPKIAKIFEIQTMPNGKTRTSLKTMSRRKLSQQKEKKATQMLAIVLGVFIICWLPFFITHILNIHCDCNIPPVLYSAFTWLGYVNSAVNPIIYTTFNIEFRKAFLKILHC
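Calcium flux kinetic readout in an inducible HEK293 TREx D2 line plated overnight at 30 C. After 180 s compound exposure, an EC80 dopamine challenge follows with another 180 s kinetic read to detect antagonism.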
D2 agonist = D2 dopamine receptor (human) agonism; actives 0.53% (n = 340,000); AID 485358; HEK293 T-REx D2 cells, calcium flux agonist mode; P14416; activation, % at 2 µM;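 active means activation over 3 SD above normal in the single-dose calcium agonist read, cut at about 30% in these data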; further: 0% is about no effect
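HEK293 Trex D2 cells, tetracycline-induced, o/n 30 C 5% CO2; no-wash Ca dye, RT 30–90 min; 10-cycle baseline, 23 nl cpd added, kinetic Ca read 180 s; agonist hits = positive Ca response.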
Glioma ERSR ind = induces the endoplasmic reticulum stress response in human glioma cells | U87-MG GRP78 promoter luciferase reporter, 16 h | Potency, µM, without a hit: top-dose activation, hits mostly activators | actives 0.02% (n = 420,000) | AID 602332; further: potency means the concentration at half of the fitted maximal effect; series mostly up to about 76 µM; % of control where 0% means no effect; nearly all actives have a fitted effect of over 35% in size
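Stably transfected U87-MG glioma cells carrying a GRP78-based luciferase sensor; 16 h compound incubation. Luminescence end-point read 10 min after Bright-Glo addition at room temperature.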
Numbers without * were called inactive; i = inactive; ? = inconclusive; . = not tested or not shown; [ ] = remark or other dose. Unless noted, the call rests on the fitted dose curve; in most records, active means well fitted curve in the direction sought with a large enough effect; inconclusive means small, poorly fitted or top-dose-only effect, or another doubt; inactive means no such curve, though single readings can be large; an effect the other way counts as inactive or inconclusive. This is a subset; rates above refer to the full screens.

SMILES	Vif-APOBEC3G blk	RGS4 inh	ERG-DNA inh	ALOX12 inh	LDHA block	Vif-APOBEC3F blk	D2 antag	D2 agonist	Glioma ERSR ind
Cc1ccc(Cl)c(OC(=O)c2ccc(N3CCOCC3)c([N+](=O)[O-])c2)c1	0%	-6%	3%	-14%	1	1%	-12	0.6	-5%
O=C(OCC(=O)N1CCCC1=O)C1CCN(S(=O)(=O)c2ccc(Cl)c(C(F)(F)F)c2)CC1	4%	9%	-6%	104%[activator]	0	-6%	17	0.0	-5%
COc1ccc(NC(=O)C(=O)NNC(=O)c2cccs2)c(OC)c1	-9%	3%	-7%	-19%	-2	-11%	-20	1.1	-1%
Cc1cc(C(=O)Nc2ccccc2C)c2ccccc2n1	-10%	14%	0%	-26%	-3	-1%	-3	0.3	-5%
O=C(OCc1ccccc1)c1cccc(-c2nnc(-c3ccccc3)o2)c1	-6%	-3%	2%	7%	0	-6%	13	0.6	-10%
OC(COc1ccc(Cl)cc1)CN1CCN(c2cccc(Cl)c2)CC1 (centres undefined)	-8%	-31%	4%	-23%	4	-15%	73*	2.3	6%
Cc1cc(-c2nnc(SCC(=O)NC3CCCC3)o2)no1	1%	-9%	6%	10%	-1	-1%	-9	2.3	-3%
CC(=O)c1cn(CC(=O)Nc2ccc(C)cc2)c2ccccc12	-2%	-17%	0%	126%[activator]	-2	9%	-5	-0.6	4%
Cc1cc(C)c(S(=O)(=O)N2CCN(C(=O)c3ccccc3OCc3c(C)noc3C)CC2)c(C)c1	-7%	-17%	-10%	i	-2	2%	.	.	-1%
Cc1c(NC(=O)COC(=O)c2ccc(F)c(S(=O)(=O)N3CCOCC3)c2)c(=O)n(-c2ccccc2)n1C	1%	2%	2%	1%	-8	?	-18	2.6	-6%
COc1ccc(CNC2CCSc3ccccc32)cc1OC (centres undefined)	2%	3%	7%	?	-19	-2%	2	0.6	-4%
CN1C(=O)C(C)(C)N(C(=O)c2cccc([N+](=O)[O-])c2)c2ccccc21	-6%	-7%	3%	8%	-1	0%	-7	-2.4	-7%
CCC(=O)Nc1ccc2c(c1)ncn2-c1ccccc1C	-9%	10%	5%	3%	-5	?	11	-0.1	1%
Cc1ccccc1S(=O)(=O)Cc1ccc(C(=O)NCc2ccccc2)o1	0%	9%[11.4 µM]	-3%	-2%	-7	-6%	8	-0.1	9%
Nc1ncnc(Nc2cccc(F)c2)n1	?	-35%	12%	?	1	-9%	-13	0.4	0%
COc1ccc(C(=O)COC(=O)CCN2C(=O)C3C4CCC(C4)C3C2=O)cc1 (centres undefined)	0%	13%	1%	1%	-18	-1%	-3	-0.5	-1%
COc1ccc(/C=N/NC(=O)CNC(=O)c2cccs2)cc1	0%	8%	8%	26%	-5	-1%	-3	0.0	1%
CS(=O)(=O)N(CC(=O)N1CCCC1)c1cccc(C(F)(F)F)c1	-1%	.	.	2%	-2	0%	.	.	-3%
CCN(CC(=O)NCc1ccc(Cl)cc1)C(=O)COc1ccc(C)cc1C	5%	-29%	-3%	7%	0	-13%	-2	0.1	0%
Cc1cc(NC(=O)CSc2nnc(C3COc4ccccc4O3)n2C)no1 (centres undefined)	0%	-6%	-7%	-12%	-1	3%	0	0.0	4%
CCCCCCC(=O)NCC(=O)OCC(=O)c1ccccc1	0%	-9%[11.4 µM]	2%	44%[activator]	-1	5%	-4	0.6	-4%
Cc1cc(C)n2nc(C(=O)OCC(=O)Nc3ccc4c(c3)OC(F)(F)O4)nc2n1	-1%	-12%	-6%	0%	0	-12%	1	0.1	-3%
Cc1ccccc1NC(=O)CSc1nnc(-c2ccoc2C)n1CCc1ccccc1	8%	-10%	-1%	8%	3	-1%	6	1.4	-2%
CC[C@@]1(C(=O)OC)N[C@H](CN(C)S(=O)(=O)c2ccc(-c3ccccc3)cc2)[C@@H]2C(=O)N(Cc3ccccc3)C(=O)[C@@H]21	-1%	11%	12%	-2%	-3	-10%	.	.	-4%
O=C(N/N=C/c1ccco1)c1cc(-c2cccs2)[nH]n1	-7%	21%	11%	-8%	-4	1%	-7	-0.5	2%

Continuation:
SMILES	Vif-APOBEC3G blk	RGS4 inh	ERG-DNA inh	ALOX12 inh	LDHA block	Vif-APOBEC3F blk	D2 antag	D2 agonist	Glioma ERSR ind
CCc1ccc(C2c3c(-c4cc(C)ccc4O)n[nH]c3C(=O)N2CCO)cc1 (centres undefined)	1%	-3%	3%	-13%	-19	4%	.	1.8	-1%
CC1(C(=O)NS(=O)(=O)c2cccc(C#N)c2)CCN1C(=O)C/C=C/c1ccccc1 (centres undefined)	-5%	.	.	-3%	-19	.	.	.	-1%
COc1ccc(Cn2ccc3nc(C)c(C(=O)Nc4ccc(OC)c(OC)c4)cc3c2=O)cc1	-2%	5%	-5%	-3%	0	1%	.	-0.6	1%
O=C(Nc1nc(-c2cccc([N+](=O)[O-])c2)cs1)c1cccc([N+](=O)[O-])c1C(=O)O	-1%	-4%	11%	?	-8	-3%	-11	-0.7	-1%
Cn1c(SC/C=C/c2ccccc2)nnc1-c1cccs1	0%	-15%	-6%	4%	-6	-5%	-13	-0.2	0%
C=CCSc1nc(N)cc(=O)[nH]1	-6%	21%	-5%	-1%	-7	4%	-8	0.4	2%
CCCCNC(=O)C1(C)CCN1C(=O)c1ccccc1Br (centres undefined)	-1%	.	.	-51%	-6	.	.	.	0%
CCc1ccc(S(=O)(=O)NCc2ccc(C(=O)NCCN(Cc3ccccc3)C(C)C)cc2)cc1	1%	.	.	3%	-5	.	.	.	-3%
Oc1ccc(Cl)cc1CNCc1ccc(F)c(F)c1	-7%	-17%	4%	?	-7	-11%	-3	1.1	4%
CC(C)Cn1c(N)c(C(=O)COC(=O)c2cc(S(=O)(=O)N3CCOCC3)ccc2Br)c(=O)n(C)c1=O	2%	-17%	-9%	18%	2	5%	.	.	-4%
CN(CC(=O)O)S(=O)(=O)c1ccc2c(c1)NC(=O)CC(=O)N2	2%	-1%	-1%	-14%	-6	11%	-24	17	1%
O=C1CC(c2cccc(Br)c2)C2=C(COC2=O)N1 (centres undefined)	1%	25%	-9%	-4%	0	13%	-15	0.9	2%
COc1ccccc1CNC(=O)C1(C)CCN1C(=O)C1(c2ccccc2)CC1 (centres undefined)	0%	.	.	-1%	1	.	.	.	-2%
CN(NC(=O)c1cccc(Cl)c1)c1nc(-c2ccccc2)nnc1C(F)(F)F	-9%	-9%	-5%	?	0	7%	0	1.9	-6%
COc1ccc(Nc2nc3c(S(=O)(=O)c4ccccc4)nnn3c3ccc(Cl)cc23)cc1	?	10%	6%	?	-10	?	.	0.2	-1%
Cc1ccccc1N1CCN(S(=O)(=O)CC23CCC(CC2=O)C3(C)C)CC1 (centres undefined)	6%	-4%	-5%	0%	1	1%	-3	-0.1	-5%
CC(=O)Nc1ccc(S(=O)(=O)N2CCN(C(=O)c3ncoc3-c3ccccc3)CC2)cc1	-2%	4%	-6%	-24%	-4	2%	2	0.1	-3%
CC1Cc2ccccc2N1C(=O)Cn1nnc(-c2ccccc2NC(=O)C2CCC2)n1 (centres undefined)	-9%	26%	.	0%	2	-1%	-7	0.6	-3%
COc1ccc(Cc2nc(-c3ccc(Cl)cc3)no2)cc1	0%	-21%	11%	14%	-2	-10%	15	0.0	2%
Cc1ccc(S(=O)(=O)c2nc(Nc3ccccc3N3CCOCC3)sc2Cl)cc1	0%	-17%	1%	?	3	-13%	5	-0.7	-4%
C/C(=C\c1cccc(Br)c1)C(=O)c1c(C)cc(C)[nH]c1=O	-3%	12%	7%	-1%	-4	0%	4	-0.4	-3%

Taken from the entries so far for reference:
SMILES	Vif-APOBEC3G blk	RGS4 inh	ERG-DNA inh	ALOX12 inh	LDHA block	Vif-APOBEC3F blk	D2 antag	D2 agonist	Glioma ERSR ind
COc1ccccc1CNC(=O)C1(C)CCN1C(=O)C1(c2ccccc2)CC1 (centres undefined)	0%	.	.	-1%	1	.	.	.	-2%
CN(NC(=O)c1cccc(Cl)c1)c1nc(-c2ccccc2)nnc1C(F)(F)F	-9%	-9%	-5%	?	0	7%	0	1.9	-6%
COc1ccc(Nc2nc3c(S(=O)(=O)c4ccccc4)nnn3c3ccc(Cl)cc23)cc1	?	10%	6%	?	-10	?	.	0.2	-1%
Cc1ccccc1N1CCN(S(=O)(=O)CC23CCC(CC2=O)C3(C)C)CC1 (centres undefined)	6%	-4%	-5%	0%	1	1%	-3	-0.1	-5%
CC(=O)Nc1ccc(S(=O)(=O)N2CCN(C(=O)c3ncoc3-c3ccccc3)CC2)cc1	-2%	4%	-6%	-24%	-4	2%	2	0.1	-3%
CC1Cc2ccccc2N1C(=O)Cn1nnc(-c2ccccc2NC(=O)C2CCC2)n1 (centres undefined)	-9%	26%	.	0%	2	-1%	-7	0.6	-3%
COc1ccc(Cc2nc(-c3ccc(Cl)cc3)no2)cc1	0%	-21%	11%	14%	-2	-10%	15	0.0	2%
Cc1ccc(S(=O)(=O)c2nc(Nc3ccccc3N3CCOCC3)sc2Cl)cc1	0%	-17%	1%	?	3	-13%	5	-0.7	-4%
C/C(=C\c1cccc(Br)c1)C(=O)c1c(C)cc(C)[nH]c1=O	-3%	12%	7%	-1%	-4	0%	4	-0.4	-3%
